Assay outcomes (PubChem BioAssay)
miR122 inh: inhibitors of miR-122 in Huh7 cells. activation (reporter increase), % at 12.5 µM. Huh7 miR-122 Renilla luciferase sensor, 48 h; neutral wells = 0, positive control = 100. AID 602342. 0.3% of 340,000 active;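 active means mean replicate activation score at least 90 and every replicate individually at or above 90; inconclusive means only one of the two criteria met; inactive means neither criterion met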;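 further: higher luciferase means less miR-122 activity so hits act as miR-122 inhibitors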
The depositor's hits bear a star; ? = inconclusive. These rows are one share of the data; the hit share may differ from the screen's.

SMILES	miR122 inh
CC(=O)c1cccc(S(=O)(=O)N(CCCO)Cc2cc3ccc(C)cc3[nH]c2=O)c1	-3.3
COc1ccc(C(=O)NCc2nnc(SCC(=O)N3CCc4ccccc43)n2C2CCCCC2)cc1	-5.6
CCNC(=O)CC1C(=O)N(CC)C(=S)N1NC(=O)c1ccc(Cl)cc1 (configuration not stated)	6.5
Cc1ccc(N2CC(C(=O)OCc3ccccc3)CC2=O)cc1 (configuration not stated)	2.5
COc1cccc(-c2nnc(SCC(=O)Nc3cc(C)ccc3OC)n2N)c1	5.7
Cc1nc2ccccn2c1C(=O)N=Nc1c(O)n(CCC(C)C)c2ccccc12	-6.4
Cc1c(C2Nc3ccccc3NC3=C2C(=O)CC(C)(C)C3)cnn1C (configuration not stated)	-6.3
COC(=O)c1sccc1NC(=O)c1c(C)cc(=O)oc1C	-0.5
COc1ccc(Cn2c(CCC(=O)NCc3ccco3)nc3cccnc32)cc1	1.2
CC(C)c1nc2cc3ccccc3cc2[nH]1	-2.6
CCCc1n[nH]c2c1C(=O)C(C(=O)OC)C(C)(C)C2 (configuration not stated)	4.2
COC(=O)c1ccc(N2CCN(C)CC2)c(NC(=O)c2cc3ccccc3o2)c1	-2.3
CCOc1ccc(C2Nc3cccc4cccc(c34)N2)cc1OC	1.0
O=S(=O)(NCC1CCCO1)c1ccc(Oc2ccccc2)cc1 (configuration not stated)	?
Cn1nnc(NC(=O)c2ccccc2F)n1	-0.5
CC(C)CC(=O)N1CCN(Cc2cccc(F)c2)CC1	-1.4
CCOC(=O)CCCNC(=O)CCNC(=O)c1ccc(OC(C)C)cc1	-3.2
CSc1nnc2c(n1)[nH]c1c(C)cccc12	1.6
COc1ccc(N=C2C(=O)Nc3c(C)cccc32)cc1	5.2
C/C(=C\C(=O)C(F)(F)F)Nc1cc(C)cc(C)c1	-4.7
Cc1ccc(-c2c3c(nc4sc(C(N)=O)c(N)c24)CCC3)cc1	-6.1
Cc1cc(=O)oc2cc(OCC(=O)NCc3ccco3)ccc12	-0.6
Cc1cc(C)n2c(Br)c(CSc3nc4ccccc4s3)nc2n1	-1.4
Cc1noc(C)c1COC(=O)c1cc(F)c(F)cc1Cl	-0.6
Cc1ccc(C)c(S(=O)(=O)Nc2ccc(-n3cnnn3)cc2)c1	182.9*

(cont.)
SMILES	miR122 inh
Cc1nn(-c2ccccc2)c(C)c1/C=C/C(=O)OC(C)C(=O)Nc1ncc(Cl)cc1Cl (configuration not stated)	-0.2
COCCNC(=S)N/N=C(\C)c1ccc(O)cc1	-0.8
CC1C=CCC2C(=O)N(c3cccc(C(=O)N4CCCCCC4)c3)C(=O)C12 (configuration not stated)	-1.6
c1ccc(CSc2nnc(-c3cccnc3)o2)cc1	5.4
COc1cc(/C=N/NC(=O)CCc2ccccc2)ccc1O	-1.6
O=C(O)c1ccc(CNCc2ccc(Cl)cc2Cl)cc1	-0.7
O=C1c2ccccc2CCC1C(O)c1ccccn1 (configuration not stated)	2.8
COCCCNS(=O)(=O)c1ccc2c(c1)CCN2C(C)=O	23.1
CCNS(=O)(=O)c1ccc(NC(=O)c2ccccc2)cc1	13.0
CCC(C)NS(=O)(=O)c1ccc(S(=O)(=O)N(CC(=O)Nc2ccccc2)Cc2ccco2)cc1 (configuration not stated)	54.5
O=C(CNS(=O)(=O)c1cccc2nonc12)NCc1ccc(F)cc1	49.5
CC(/C=N/n1c(-c2ccco2)n[nH]c1=S)=C\c1ccccc1	2.9
COc1cccc(C2(O)CCN(C(=O)C3CC3)CC2)c1	-11.5
COc1ccc(-c2c(C#N)c(SCC(=O)Nc3ccccc3)nc3c2CCCC3)cc1	-1.6
Cc1cccc(N2CCN(C(=O)c3cccc(N4C(=O)C5CC=CC(C)C5C4=O)c3)CC2)c1C (configuration not stated)	1.1
CCC(=O)Nc1ccc(-c2nnc(-c3ccccc3)o2)cc1	-2.9
Cc1ccc(C(=O)C2CCN(CC(=O)Nc3ccc4c(c3)OCCO4)CC2)cc1	5.9
CC(C)CCN1C(=O)c2ccccc2C1C(=O)NCc1cccnc1 (configuration not stated)	-3.7
CCOc1ccc(NC(=O)CC(c2ccccc2)c2ccc(F)cc2)cc1 (configuration not stated)	-7.1
Cc1nc2ccc(NC(=O)c3ccc(F)c(S(=O)(=O)N4CCOCC4)c3)cc2s1	-1.4
Cc1ccsc1/C=N/NC(=O)c1sccc1C	3.0
Cc1cc(C(=O)OCC(=O)NCc2ccco2)c(C)n1-c1ccccc1	35.7
Cn1c(-c2c(N)n(C3CCCC3)c3nc4ccccc4nc23)nc2ccccc21	8.9
O=C(CC12CC3CC(CC(C3)C1)C2)NCO	-3.5
CCON1C(=O)CN(C(=O)OC)C1c1ccc(Cl)cc1Cl (configuration not stated)	0.2

Following part.
SMILES	miR122 inh
COc1ccc(/C(N)=N/OC(=O)Oc2ccccc2)cc1	-2.1
CC1(C)C(=O)Nc2ccccc2N1C(=O)COc1ncnc2ccccc12	3.7
O=C(Cn1cnc2c(nnn2-c2ccc(F)cc2)c1=O)N1CCCc2ccccc21	-8.4
Cc1ccc(-c2cc(C(=O)NCCCn3ccnc3)c3cc(Br)ccc3n2)o1	-1.1
C(=N\N1CCN(C2c3ccccc3-c3ccccc32)CC1)/c1cccnc1	3.1
COc1ccc(CCC(=O)Nc2ccccc2C(F)(F)F)cc1	-3.7
Nc1nnnn1/N=C/c1cccc(O)c1	3.6
COc1ccc(-c2noc(CCC(=O)Nc3cccnc3)n2)cc1OC	1.3
CC(=O)Nc1ccc(S(=O)(=O)N2CCSC2c2ccc(Cl)cc2)cc1 (configuration not stated)	13.0
CCOc1ccc(NC(=O)CSc2nccn2C)cc1	-0.2
NC(=O)C1CCN(C(=O)COc2ccc3ccccc3c2)CC1	0.4
O=C(CCOc1ccccc1)NCc1ccccc1	1.6
CC(=O)c1cccc(NC(=O)Cc2cccs2)c1	-0.4
CCOc1ccccc1C(=O)N1CCN(c2cccc(Cl)c2)CC1	138.8*
CC1=C(C(=O)N2CCOCC2)C(c2cc(C)cs2)NC(=O)N1 (configuration not stated)	-6.2
CSc1nc2ccccc2n1CC(=O)Nc1c(C)cccc1C	0.8
COCc1cc(C)nc2sc3c(=O)n(-c4cccc5ccccc45)nnc3c12	-3.8
Cc1cc2c(c(SCC(=O)N(C)c3ccccc3)n1)C(=O)OC2	-6.2
Cc1noc(C)c1COc1cccc(C(=O)OCC(=O)N2CC(=O)Nc3ccccc32)c1	34.9
CN(CCc1ccccn1)C(=O)Nc1ccc(F)cc1	-1.0
COCCn1c(CN2CCC(Cc3ccccc3)CC2)nc2c1c(=O)n(C)c(=O)n2C	-4.5
COc1ccc(/C=N\NS(=O)(=O)c2ccc(Br)cc2)cc1COc1ccccc1[N+](=O)[O-]	7.5
O=C(NCc1cccc(C(F)(F)F)c1)C1CCN(c2ncccn2)CC1	-2.0
O=C(CCn1c(=O)oc2ccccc21)NCc1cccs1	3.1
Cc1cc(-c2csc(N)n2)c(C)n1CCC(C)C	-1.4

Records above shown as hits in miR122 inh:
SMILES	miR122 inh
Cc1ccc(C)c(S(=O)(=O)Nc2ccc(-n3cnnn3)cc2)c1	182.9*
CCOc1ccccc1C(=O)N1CCN(c2cccc(Cl)c2)CC1	138.8*

Structures shown so far that have two or more sulfur atoms:
SMILES	miR122 inh
Cc1cc(C)n2c(Br)c(CSc3nc4ccccc4s3)nc2n1	-1.4
CCC(C)NS(=O)(=O)c1ccc(S(=O)(=O)N(CC(=O)Nc2ccccc2)Cc2ccco2)cc1 (configuration not stated)	54.5
Cc1nc2ccc(NC(=O)c3ccc(F)c(S(=O)(=O)N4CCOCC4)c3)cc2s1	-1.4
Cc1ccsc1/C=N/NC(=O)c1sccc1C	3.0
CC(=O)Nc1ccc(S(=O)(=O)N2CCSC2c2ccc(Cl)cc2)cc1 (configuration not stated)	13.0

Following part
SMILES	miR122 inh
O=C(OCCN1CCCCC1)c1cc2ccccc2o1	-18.5
Cn1c2ccccc2c2nnc(SC3CCOC3=O)nc21 (configuration not stated)	-7.2
CC(C)c1nc2oc3c(NCC4CCCO4)ncnc3c2c2c1CCC2 (configuration not stated)	-2.6
O=C(NCCOc1ccccc1)c1cc(C(=O)NCCOc2ccccc2)cc([N+](=O)[O-])c1	3.4
Cc1c(Cl)cccc1NC(=O)CC1SCCNC1=O (configuration not stated)	-4.1
O=P(c1ccccc1)(c1ccccc1)C(O)c1ccncc1 (configuration not stated)	-7.4
Cc1ccc(-c2nnn(CC(=O)Nc3cccc4cccnc34)n2)o1	-20.4
O=C(CNS(=O)(=O)/C=C/c1ccccc1)OCC(=O)N1CCC(Cc2ccccc2)CC1	-4.5
COc1ccccc1N1CCN(C(=O)CSc2nnc(NC(=O)c3ccco3)s2)CC1	5.3
COc1ccc(N=Cc2ccc[nH]2)cc1	8.3
COC(=O)c1ccccc1NC(=O)CSc1nnc(C(C)NC(=O)c2ccc(Cl)cc2Cl)n1C (configuration not stated)	-1.3
O=C(c1cccs1)n1nc(-c2ccccc2)nc1NCc1ccc(F)cc1	-8.6
COc1ccc(/C=N/NC(=O)c2ccc(Cn3cc([N+](=O)[O-])cn3)o2)c(OC)c1C	-1.0
O=C(NC1CCCCC1)C(c1ccccc1)N1CCOCC1 (configuration not stated)	-12.1
CCCSc1oc(-c2ccco2)nc1S(=O)(=O)c1ccccc1	3.7
O=C1OC(N2CCN(C(=O)C3CCCO3)CC2)c2ccccc21 (configuration not stated)	-15.4
C(=N\n1cnnc1)/c1cccc(OCCOc2ccccc2)c1	-3.1
COc1ccc(C2N=C(c3ccccc3)C(C)(C)N2O)cc1OC (configuration not stated)	1.5
CC(=O)N1CCc2cc(Br)cc(S(=O)(=O)NCC3CCCO3)c21 (configuration not stated)	35.9
Cc1cc(NC(=O)c2ccc3c(c2)OCO3)no1	0.5
O=C(O)CCNc1ccc2c(c1)OCCO2	1.8
O=C(NCCCn1ccnc1)c1ccc(Br)c(S(=O)(=O)N2CCOCC2)c1	-5.4
CCOC(=O)C1=NN(c2ccccc2C)C2=NC(C)=C(C(=O)OC)C(c3cccc(OC)c3)N12 (configuration not stated)	-6.4
Fc1ccccc1CSc1nnnn1-c1ccc2c(c1)OCO2	12.2
O=C(CON=C1c2ccccc2-c2ccccc21)NC12CC3CC(CC(C3)C1)C2	-1.0

(continued)
SMILES	miR122 inh
O=C1CC(c2cc([N+](=O)[O-])ccc2Cl)c2c(ccc3ccccc23)N1 (configuration not stated)	8.1
CN1C(=O)c2ccccc2C(C(=O)O)C1c1cccc(F)c1 (configuration not stated)	2.3
C/C=C(\C)c1nnc(NC(=O)C(C)C)s1	0.1
Cc1ccccc1-c1nc2sc3c(c2c(=O)n1N)CCCC3	-6.8
O=C(Oc1ccccc1N1C(=O)CCC1=O)c1ccco1	-5.5
CCOC(=O)N1CCC(N(CCOC)C(=O)Nc2ccc(CC)cc2)CC1	4.1
CCOC(=O)CSC1=C(C#N)C(=O)NC(c2ccc(OC)cc2)S1 (configuration not stated)	-4.0
COc1ccc(-c2nc(N)n[nH]2)cc1	-0.2
COc1cc2c(cc1NC(C)=O)CCCC2	0.0
COc1ccc(NC(=O)Cc2c(O)c3ccccc3[nH]c2=O)cc1	32.8
CCN1CCN(S(=O)(=O)c2cc(C)c(OC)cc2C)CC1	-0.2
COc1ccccc1CCC(=O)Nc1nc2ccccc2[nH]1	8.0
Cc1ccc(/C=N/c2sc3c(c2C#N)CCCCC3)o1	-5.3
COc1cc(COc2ccc3c(C)c(Cc4ccccc4)c(=O)oc3c2C)cc(OC)c1OC	-2.5
COC(=O)c1cc(Br)c(=O)n(CCN2CCOCC2)c1	-8.3
CC(C)N(C)C(=O)CCc1nnc(CCc2c[nH]c3ccccc23)o1	3.0
COc1ccc(C(C)NC(=O)c2ccccc2)cc1 (configuration not stated)	-2.6
CCn1c(=N)c(C(=O)NC)cc2c(=O)n3cccc(C)c3nc21	34.6
CC(C)(C)NC(=O)CSC(=Nc1ccc(F)cc1)NC#N	6.5
COc1cc(NC(=O)c2ccco2)c(C(=O)OCC(=O)c2c[nH]c3ccccc23)cc1OC	-14.8
O=C(c1ccco1)N1CCN(C(=O)c2ccc(Cn3cc(Br)cn3)o2)CC1	-6.9
Cc1ccc(OCC(=O)c2cc(C)c(C)cc2C)c([N+](=O)[O-])n1	-9.9
CN(C)c1nc(OCCOC(=O)COc2ccc(Cl)cc2Cl)nc(N(C)C)n1	-5.2
CCN(CC)CCOc1nnc(-c2ccc(C)cc2)c2ccccc12	-9.4
CCOC(=O)c1cnc2nc(C(F)(F)F)[nH]n2c1=O	-10.3

(listing goes on)
SMILES	miR122 inh
CCOc1cc(/C=C(\C#N)c2[nH]nc(N)c2C#N)ccc1O	6.1
CCOc1ccc(-c2nnc(-c3ccc(OC)cc3)o2)cc1	3.2
Nc1nc(NCc2ccccc2)nc(Nc2ccc(F)cc2)c1[N+](=O)[O-]	9.8
CC(C(=O)c1ccc(-c2ccccc2)cc1)[n+]1ccccc1 (configuration not stated)	-1.8
CCOc1ccc(C(F)(F)F)cc1NC(=O)COc1ccc(C(F)(F)F)cc1[N+](=O)[O-]	0.6
CCCCCNc1nc2ccccc2nc1NS(=O)(=O)c1cccs1	-2.6
CCCCN(CC)CCNC(=O)CN(C)S(=O)(=O)c1ccc2c(c1)c(=O)n(C)c(=O)n2C	-2.3
CCCC(=O)N1CCN(c2ccc(NC(=O)c3cc4ccccc4o3)cc2Cl)CC1	-14.7
Cc1ccc(Cn2c(NC(=O)c3ccco3)nc3ccccc32)cc1	-1.1
Cc1ccc(S(=O)(=O)c2c(C)nn(C(C)(C)C)c2OC(=O)c2ccc(Br)o2)cc1	-5.7
Cc1ccc(S(=O)(=O)NCCSCc2ccccc2)cc1	-3.6
O=C(c1ccco1)n1nc(-c2ccccc2)nc1NCc1ccco1	5.6
Cc1cc2ccccc2c(=O)n1CC(=O)NCC(=O)N1CCN(c2cccc(Cl)c2)CC1	17.2
CCOC(=O)c1sc(NC(=O)c2cc3n(n2)C(C(F)(F)F)CC(c2cccs2)N3)c(C(=O)OCC)c1C (configuration not stated)	4.5
COc1ccc(N2CCN(CCC(N)=O)CC2)cc1	-6.4
C/C(CCc1ccccc1)=N\NC(=O)CC(=O)NCCc1ccccc1	-0.9

Three compounds drawn at random from the list so far, as already listed:
SMILES	miR122 inh
CC(C(=O)c1ccc(-c2ccccc2)cc1)[n+]1ccccc1 (configuration not stated)	-1.8
CCOc1ccc(C(F)(F)F)cc1NC(=O)COc1ccc(C(F)(F)F)cc1[N+](=O)[O-]	0.6
Cc1cc2ccccc2c(=O)n1CC(=O)NCC(=O)N1CCN(c2cccc(Cl)c2)CC1	17.2
